# GLP1R cytotox = cytotoxicity in counter-screen for GLP-1R inverse agonists; HEK293 cAMP-luciferase reporter cells, luminescence, 24 h; Potency, µM (titrated, usually from 38.3 µM), for the others: at the highest dose activity change, negative = inhibition, actives largely listed as inhibitors; 410,000 compounds, 0.13% hits;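 also: loss of luciferase light is scored as toxicity; potency is read from the fitted curve at half-maximal effect; % is scaled to controls: 0 for no effect and ±100 for the full control effect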
#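 A 23 nL compound transfer followed 12 hours of cell culture at 37 deg C; exposure then lasted 24 hr. Luciferase assay detection reagent was dispensed and plates read for luminescence after a 12 min room-temperature wait.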
# IL1B secr inh = inflammasome signaling inhibition, IL-1 beta readout. THP-1 LPS/ATP IL-1B secretion, AlphaLISA, 16 h; stronger effect = lower value. activity change, % at 57.5 µM. 360,000 compounds, 4.7% hits. AID 743279; in the data active = activity change below about -50%; inconclusive = mostly about -30% to -49%; also: % is scaled to controls: 0 for no effect and ±100 for the full control effect
#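 THP-1 cells pretreated 1 hr with compounds (up to 57.5 uM final), then stimulated with LPS (250 ng/mL final) plus ATP (1.25 mM final); secreted IL-1B measured by AlphaLISA after 16 hr, decreased signal indicating inhibition.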
# HT1080 IDH1KD tx = kills HT-1080 cells with IDH1 knockdown. HT-1080 IDH1 knockdown viability, ATP luminescence, 48 h. Potency, µM (titrated, usually from 46.1 µM), inactives show top-dose activity, negative = toxicity, usual class: cytotoxic. 360,000 compounds, 2% hits. AID 686971;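 also: potency is read from the fitted curve at half-maximal effect; 0% = DMSO wells and -100% = cell-free medium wells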
#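 Cytotoxicity counter-line: IDH1KD HT-1080, 48 h, CellTiter-Glo. Curves classed by r2, magnitude and activity.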
# KB-V1 cytotox = kills drug-selected multidrug resistant KB-V1 cells; AID 1347076; 400,000 compounds, 3.4% hits; KB-V1 MDR cells viability, CellTiter-Glo, 72 h; Potency, µM (doses to about 46.1 µM), without a hit: at the highest dose activity change, negative = cytotoxicity, most hits filed as cytotoxic; also: potency is read from the fitted curve at half-maximal effect; % is scaled to controls: 0 for no effect and ±100 for the full control effect; nearly all actives have a fitted effect of over 60% in size
#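 qHTS viability screen in drug-selected KB-V1 MDR cells: 72 h compound treatment at 37 degrees C, ATP luminescence end point.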
# SW480 rerep = inducers of DNA re-replication in SW480 colon cancer cells. SW480 DNA re-replication, Hoechst DNA content imaging, 48 h. Potency, µM (top dose mostly 46.1 µM), inactives show at the highest dose re-replication activation, hits mostly activators. 340,000 compounds, 1.8% hits; also: potency is read from the fitted curve at half-maximal effect; % of control where 0% means no effect; nearly all actives have a fitted effect of over 55% in size
#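 DNA re-replication was detected as more nuclei of elevated Hoechst intensity after 48 hr exposure to compound (23 nL pinned per well of 250 cells).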
# MCF10A rereplic = induces DNA re-replication in MCF 10a normal breast cells; MCF 10A DNA re-replication, Hoechst nuclear intensity, 48 h; Potency, µM (doses to about 46.1 µM), for the others: at the top dose activity, positive = re-replication, hits mostly activators; 350,000 compounds, 2.9% hits; also: potency is read from the fitted curve at half-maximal effect; % of control where 0% means no effect; nearly all actives have a fitted effect of over 50% in size
# KB-3-1 cytotox = kills parental KB-3-1 adenocarcinoma cells. KB-3-1 viability, CellTiter-Glo ATP luminescence, 72 h. Potency, µM (series often up to 46.1 µM), for the others: top-dose activity change, negative = cytotoxic, usual class: cytotoxic. 400,000 compounds, 1.4% hits; also: potency is read from the fitted curve at half-maximal effect; % is scaled to controls: 0 for no effect and ±100 for the full control effect; nearly all actives have a fitted effect of over 60% in size
#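 Viability of parental KB-3-1 cells, measured by CellTiter-Glo luminescence, followed a 72 h incubation at 37 °C with pinned compounds in phenol-red-free DMEM containing 10% FBS.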
# HT1080-NT tox = kills 2HG-producing HT-1080-NT fibrosarcoma cells. HT-1080-NT fibrosarcoma viability, CellTiter-Glo ATP luminescence, 48 h. Potency, µM (highest dose often 46.1 µM), inactives show top-dose activity, negative = less viability, usual class: cytotoxic. 360,000 compounds, 1.6% hits. AID 686970;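 also: NT is the 2HG producing partner of a matched IDH1 knockdown line; potency is read from the fitted curve at half-maximal effect; 0% = DMSO-treated cells and -100% = media-only wells without cells; nearly all actives have a fitted effect of over 55% in size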
#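 Viability by CellTiter-Glo luminescence after 48 h compound exposure at 37C of HT-1080-NT cells (750/well, RPMI, 5% FBS). % activity scaled between DMSO wells and medium-only wells, then curve-fitted and categorized by curve class.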
# DRD3 agonist = D3 dopamine receptor (human) agonism | P35462 | D3R DiscoveRx beta-arrestin cells, luminescence, 90 min | max activation, % | 410,000 compounds, 0.58% hits | AID 652048; in the data active = max activation above about 30%; also: 0% is about no effect; mostly tested at two doses, the higher about 12 µM
# Target sequence (P35462 whole entry, looked up): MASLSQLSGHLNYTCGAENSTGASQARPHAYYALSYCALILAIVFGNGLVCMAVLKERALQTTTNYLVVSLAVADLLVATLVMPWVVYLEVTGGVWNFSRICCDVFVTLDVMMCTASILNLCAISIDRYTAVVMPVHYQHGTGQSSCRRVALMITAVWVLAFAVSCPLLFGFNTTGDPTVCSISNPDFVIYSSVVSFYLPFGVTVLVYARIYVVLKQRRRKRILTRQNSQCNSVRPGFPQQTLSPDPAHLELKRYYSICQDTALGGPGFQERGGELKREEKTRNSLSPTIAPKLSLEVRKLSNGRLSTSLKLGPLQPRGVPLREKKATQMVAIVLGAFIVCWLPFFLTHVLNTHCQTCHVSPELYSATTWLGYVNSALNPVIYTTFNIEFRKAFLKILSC
#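 Agonist mode: compounds and dopamine controls were applied to plated cells for 90 min at 37 degrees C after an overnight attachment at 1500 cells/well. Luminescent read-out followed 30 - 60 minutes at room temperature with DiscoveRx detection reagent.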
# An asterisk follows results filed as active; ? = inconclusive; / = not tested or not shown; [ ] = another dose, or the depositor's remark. Unless noted, calls follow the shape of the dose curve; as a rule, active = well fitted curve in the direction sought with a large enough effect; inconclusive = small, poorly fitted or top-dose-only effect, or another doubt; inactive = no such curve, though single readings can be large; an effect the other way counts as inactive or inconclusive.
# Key to letters: A = GLP1R cytotox; B = IL1B secr inh; C = HT1080 IDH1KD tx; D = KB-V1 cytotox; E = SW480 rerep; F = MCF10A rereplic; G = KB-3-1 cytotox; H = HT1080-NT tox; I = DRD3 agonist
Structure: Cc1cc(-n2ccnc2)n2c(nc3ccccc32)c1C#N
  A: 20.9%	B: -0.1	C: -2.8%[9.24 µM]	D: -3.4%	E: -2.8%	F: 22.3%	G: 2.5%	H: ?	I: -2.2

Structure: CCOC(=O)c1cc(-c2ccccc2)sc1NC(=O)C(C)N1C(=O)c2ccccc2C1=O (stereo not drawn)
  A: -6.5%	B: -52.7*	C: 22.2%	D: -18.7%	E: 20.7%	F: 0.6%	G: -0.9%	H: 27.2%	I: 2.7

Structure: CCN(CC)S(=O)(=O)c1ccc(N2CCOCC2)c(NC(=O)c2cc(=O)[nH]c3ccccc23)c1
  A: 3.7%	B: 5.6	C: 12.7%	D: -13.7%	E: /	F: /	G: 5.3%	H: 5.2%	I: -3.3

Structure: Fc1ccc(-c2nc3ccc(Cl)cn3c2Cc2cccc(Cl)c2)cc1
  A: -17.3%	B: 7.8	C: ?	D: 0.0%	E: /	F: /	G: 0.0%	H: ?	I: 2.4

Structure: CC(C)(C)C1(C)OC(=O)C(=Cc2ccc(OCC(=O)Nc3ccccc3)cc2)C(=O)O1 (stereo not drawn)
  A: -5.1%	B: 5.7	C: -1.3%	D: 21.3%	E: -7.9%	F: -5.6%	G: -2.4%	H: 2.2%	I: -7.0

Structure: CCOC(=O)/C(C(N)=NCCO)=C(/O)c1ccccc1
  A: 2.0%	B: 2.5	C: 2.0%	D: -4.4%	E: -5.3%	F: 1.5%	G: -0.9%	H: -2.9%	I: -4.8

Structure: COc1ccc(CN(C(=O)CSc2nnc(-c3ccccc3C)o2)c2ccc(F)cc2)cc1
  A: 11.0%	B: -3.2	C: ?	D: 0.0%	E: ?	F: 14.1%	G: 2.8%	H: ?	I: 6.1

Structure: O=C(CCCn1cnc([N+](=O)[O-])n1)Nc1cccc(O)c1
  A: -12.9%	B: -3.3	C: -0.2%	D: 1.8%	E: -0.1%	F: 22.3%	G: 7.2%	H: 2.8%	I: -6.6

Structure: C=C(C)Cn1c(CCCNC(=O)C(C)(C)C)nc2ccccc21
  A: -14.8%	B: 25.3	C: 6.2%	D: -8.6%	E: -8.4%	F: -1.1%	G: 6.9%	H: 15.1%	I: 3.4

Structure: O=C(C[n+]1cccc(C(=O)Nc2ccccc2)c1)c1ccc([N+](=O)[O-])cc1
  A: -1.0%	B: -7.7	C: -4.3%	D: 2.9%	E: 0.8%	F: 13.1%	G: 10.0%	H: -15.9%	I: 0.2

# Structures listed so far that contain a tert-butyl group, in the order listed:
# Key to letters: A = GLP1R cytotox; B = IL1B secr inh; C = HT1080 IDH1KD tx; D = KB-V1 cytotox; E = SW480 rerep; F = MCF10A rereplic; G = KB-3-1 cytotox; H = HT1080-NT tox; I = DRD3 agonist
Structure: CC(C)(C)C1(C)OC(=O)C(=Cc2ccc(OCC(=O)Nc3ccccc3)cc2)C(=O)O1 (stereo not drawn)
  A: -5.1%	B: 5.7	C: -1.3%	D: 21.3%	E: -7.9%	F: -5.6%	G: -2.4%	H: 2.2%	I: -7.0

Structure: C=C(C)Cn1c(CCCNC(=O)C(C)(C)C)nc2ccccc21
  A: -14.8%	B: 25.3	C: 6.2%	D: -8.6%	E: -8.4%	F: -1.1%	G: 6.9%	H: 15.1%	I: 3.4

# The listing continues:
# Key to letters: A = GLP1R cytotox; B = IL1B secr inh; C = HT1080 IDH1KD tx; D = KB-V1 cytotox; E = SW480 rerep; F = MCF10A rereplic; G = KB-3-1 cytotox; H = HT1080-NT tox; I = DRD3 agonist
Structure: COc1ccc(OCC(=O)Nc2c(C(=O)N3CCC(N4CCCCC4)CC3)oc3ccccc23)cc1
  A: ?	B: ?	C: ?	D: 22.2%	E: -16.6%	F: 2.7%	G: -14.2%	H: -20.9%	I: -4.1

Structure: Cc1cnc(C)c(Nc2nc(C(N)CCc3ccccc3)cs2)n1 (stereo not drawn)
  A: -8.3%	B: -25.3	C: ?	D: -3.5%	E: /	F: /	G: 0.0%	H: ?	I: 0.4

Structure: CC(C)Cc1cc(CNC(=O)C2CCC(=O)N(CCc3cccc(F)c3)C2)on1 (stereo not drawn)
  A: -8.5%	B: 8.2	C: 7.1%	D: -6.8%	E: -10.4%	F: -2.2%	G: 4.4%	H: -2.7%	I: 1.2

Structure: COCCN(C(=O)c1ccco1)c1nc(-c2ccccc2)cs1
  A: 5.1%	B: 19.5	C: 0.6%	D: -26.7%	E: -2.7%	F: 3.0%	G: -2.0%	H: 1.4%	I: 1.8

Structure: CN(c1ccc(OCC(=O)N2CCCC2)cc1)S(=O)(=O)c1ccc(Cl)cc1
  A: 4.2%	B: -4.7	C: -5.5%	D: 0.0%	E: -9.1%	F: 14.6%	G: -4.4%	H: -3.5%	I: 2.2

Structure: COc1ccc(CCn2c(C)cc(C(=O)CN3C(=O)C(=O)N(Cc4ccco4)C3=O)c2C)cc1
  A: -22.3%	B: 52.1	C: ?	D: 0.0%	E: 142.8%	F: 12.2%	G: 5.8µM*	H: ?	I: 0.3

Structure: CCc1nnc2n1N=C(c1ccc(OC)cc1)CS2
  A: -18.4%	B: 15.8	C: ?	D: 16.4µM*	E: ?	F: 9.7%	G: 23.1µM*	H: ?	I: -5.4

Structure: CCOC(=O)c1cccc(NC(=O)CCc2ccccc2)c1
  A: 6.9%	B: -2.4	C: -4.0%	D: -9.9%	E: 3.3%	F: ?	G: 1.6%	H: 0.6%	I: 2.5

Structure: COc1ccc(NC(=O)C(CC(C)C)NC(=O)c2ccccc2C)cn1 (stereo not drawn)
  A: -15.5%	B: -22.1	C: 15.4%	D: -24.2%	E: -4.5%	F: -6.1%	G: -0.4%	H: 9.8%	I: 0.7

Structure: COc1ccc(C(=O)CN2CCN(CCN3C(=O)c4cccc5cccc(c45)C3=O)CC2)cc1
  A: -16.0%	B: -20.5	C: -29.7%	D: -18.1%	E: ?	F: 23.2%	G: -9.1%	H: -26.9%	I: -4.2

# Some of these compounds in order of count of non-hydrogen atoms, highest first:
# Key to letters: A = GLP1R cytotox; B = IL1B secr inh; C = HT1080 IDH1KD tx; D = KB-V1 cytotox; E = SW480 rerep; F = MCF10A rereplic; G = KB-3-1 cytotox; H = HT1080-NT tox; I = DRD3 agonist
Structure: CCN(CC)S(=O)(=O)c1ccc(N2CCOCC2)c(NC(=O)c2cc(=O)[nH]c3ccccc23)c1
  A: 3.7%	B: 5.6	C: 12.7%	D: -13.7%	E: /	F: /	G: 5.3%	H: 5.2%	I: -3.3

Structure: CC(C)(C)C1(C)OC(=O)C(=Cc2ccc(OCC(=O)Nc3ccccc3)cc2)C(=O)O1 (stereo not drawn)
  A: -5.1%	B: 5.7	C: -1.3%	D: 21.3%	E: -7.9%	F: -5.6%	G: -2.4%	H: 2.2%	I: -7.0

Structure: Cc1cc(-n2ccnc2)n2c(nc3ccccc32)c1C#N
  A: 20.9%	B: -0.1	C: -2.8%[9.24 µM]	D: -3.4%	E: -2.8%	F: 22.3%	G: 2.5%	H: ?	I: -2.2
